Calb biofilm kill = kills Candida albicans biofilms; 0.14% of 85,000 active; inhibition, % at 6 µM; AID 834; C. albicans biofilm + clotrimazole, Alamar Blue;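 active means inhibition above 20%; inactive means inhibition below 20%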;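 further: preformed 24 hr biofilms exposed to compound for 48 hr; 0% = biofilm without compound and 100% = blank killed by clotrimazole plus chlorhexidine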
TNFa cytotox = HUVEC cytotoxicity counter-screen, TNF alpha stimulated | HUVEC TNFalpha-stimulated, Hoechst cell count, imaging | AID 848 | cell count reduction, % at 2 µM | 0.17% of 93,000 active;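 active means cell count reduction exceeding the screen mean by over 5 SD, scaled to untreated wells per plate, cut at about 78% in these data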;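 further: cells counted after 24 h of TNF alpha exposure following the 1 h pretreatment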
sEH activator = activators of human soluble epoxide hydrolase; 0.04% of 91,000 active; P34913; activation, % at 2 µM; purified human sEH enzymatic activity, activator screen; in the data active means activation above about 37%; further: values of inactives mirror those of a sister screen read the other way
Target sequence (P34913 whole entry, looked up): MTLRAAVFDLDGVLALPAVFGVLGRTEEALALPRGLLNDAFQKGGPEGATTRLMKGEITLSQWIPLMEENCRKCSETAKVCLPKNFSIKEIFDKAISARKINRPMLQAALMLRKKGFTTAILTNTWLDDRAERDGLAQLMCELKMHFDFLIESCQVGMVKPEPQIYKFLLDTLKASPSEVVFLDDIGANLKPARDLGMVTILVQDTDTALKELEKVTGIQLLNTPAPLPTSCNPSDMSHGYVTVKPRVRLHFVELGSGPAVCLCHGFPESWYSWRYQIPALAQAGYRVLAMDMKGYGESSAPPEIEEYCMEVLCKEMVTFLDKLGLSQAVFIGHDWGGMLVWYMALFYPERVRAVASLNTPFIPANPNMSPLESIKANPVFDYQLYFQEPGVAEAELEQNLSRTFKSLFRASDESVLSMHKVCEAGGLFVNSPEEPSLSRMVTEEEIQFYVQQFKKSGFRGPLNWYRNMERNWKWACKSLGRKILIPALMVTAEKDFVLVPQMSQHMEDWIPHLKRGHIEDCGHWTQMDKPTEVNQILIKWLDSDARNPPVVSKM
VCAM1 TNFa inh = reduces TNF alpha induced VCAM1 expression in HUVEC; HUVEC TNFa-induced VCAM-1 immunofluorescence, high-content imaging; AID 802; inhibition, % at 2 µM; 0.48% of 95,000 active;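 active means inhibition above the batch mean plus 3 SD, with images confirmed as a hit by eye, cut at about 37% in these data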;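 further: 0% = TNF-stimulated DMSO wells and 100% = unstimulated control wells; not every result past the cut was called active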
Smad3 FoxH1 inh = blocks human Smad3 binding to FoxH1 peptide; TR-FRET Smad3/Dy647-FoxH1 peptide binding, europium anti-His; P84022; 0.29% of 88,000 active; inhibition, % at 25 µM;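 active means compounds that reduce the energy-transfer binding signal between the protein and its labelled peptide by more than half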;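 further: 0% = Smad3 plus labelled peptide maximal FRET and 100% = peptide-only background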
F-actin modifier = modifiers of cytoskeleton assembly; AID 836; 0.18% of 91,000 active; inhibition, % at 2 µM; HUVEC TNFa F-actin phalloidin imaging, high content;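 active means inhibition above the batch mean plus 3 SD and confirmed as a hit by visual image inspection, cut at about 30% in these data, passing the limit was not always enough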; further: strong numbers were not always called active
IL1B cytotox = toxic to HUVEC cells under IL-1B stimulation. cell count reduction, % at 2 µM. HUVEC cell count loss, Hoechst imaging, IL-1B stimulated. 0.41% of 94,000 active. AID 845;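 active means cell count reduction more than 3 SD above the screen-wide mean, cut at about 70% in these data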;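 further: normalized per plate to untreated control cells as the no-loss baseline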
sEH inh = blocks human soluble epoxide hydrolase activity; recombinant human sEH enzymatic activity assay; inhibition, % at 2 µM; 0.34% of 91,000 active; AID 707; in the data active means inhibition above about 80%; further: values of inactives mirror those of a sister screen read the other way; many of its hits are not listed in these tables
ERb coact inh = ER-beta (human) coactivator binding inhibition; 1.3% of 86,000 active; AID 633; inhibition, % at 25.6 µM; TR-FRET ER-beta LBD / SRC1-Cy5 peptide binding; receptor agonist-loaded with 1 µM estradiol; Q92731;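 active means compounds whose percent inhibition of the receptor-coactivator binding signal exceeds about 50% in the single-dose screen, limit read from the data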;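 further: 0% = receptor plus peptide wells without compound and 100% = peptide-only wells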
Target sequence (Q92731 whole entry, looked up, the tested form may be a part): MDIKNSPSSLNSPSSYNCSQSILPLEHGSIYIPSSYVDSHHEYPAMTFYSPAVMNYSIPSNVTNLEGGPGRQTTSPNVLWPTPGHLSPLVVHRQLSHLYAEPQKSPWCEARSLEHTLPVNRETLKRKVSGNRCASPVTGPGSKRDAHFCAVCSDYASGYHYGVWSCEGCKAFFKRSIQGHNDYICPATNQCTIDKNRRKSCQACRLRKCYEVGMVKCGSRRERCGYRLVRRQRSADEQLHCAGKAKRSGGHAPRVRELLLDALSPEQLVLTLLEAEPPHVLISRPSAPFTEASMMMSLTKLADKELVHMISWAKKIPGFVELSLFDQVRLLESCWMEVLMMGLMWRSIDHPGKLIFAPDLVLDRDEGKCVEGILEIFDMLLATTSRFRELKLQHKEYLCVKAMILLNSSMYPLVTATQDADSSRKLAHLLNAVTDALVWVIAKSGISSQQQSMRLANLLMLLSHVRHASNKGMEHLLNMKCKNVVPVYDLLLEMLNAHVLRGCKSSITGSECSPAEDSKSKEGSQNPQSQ
* = called active by the depositor; · = no result given; [ ] = another dose, or the depositor's remark. Only part of the results is shown; the hit share may differ from the screen's.

SMILES	Calb biofilm kill	TNFa cytotox	sEH activator	VCAM1 TNFa inh	Smad3 FoxH1 inh	F-actin modifier	IL1B cytotox	sEH inh	ERb coact inh
CCCCOC(=O)C1[C@H]2C(=O)N(CCc3ccccc3)C[C@]23C=C[C@H]1O3 (stereo partly specified)	9	-12	-8	18	7[fluorescence artefact?]	-10	-14	7	-9[fluorescence artefact?]
O=C(OC1CCOC1=O)c1cc(-c2ccc(Cl)cc2)nc2ccccc12 (stereo unspecified)	-2	-2	-5	0	-1	-15	-17	8	20
O=C(Nc1ccccc1)N(C1=NCCC1)c1ccc(OC(F)F)cc1	0	-16	-4	18	4	-4	-12	4	-18
O=S(=O)(Nc1cccc(-c2cn3ccsc3n2)c1)c1ccc(F)cc1	1	-22	-7	7	1	5	-1	5	5[fluorescence artefact?]
CC1CCCCC1NS(=O)(=O)c1ccc(S(=O)(=O)N2CCCC2)cc1 (stereo unspecified)	4	0	-5	20	-2	1	2	4	-4
CCOc1ccc(OCCCC(=O)NC2=NCCS2)cc1	·	-3	5	-20	·	-9	4	-4	·
CC(C)C(=O)Nc1nc2cc3c(cc2s1)OCO3	12	-11	-7	6	-7	-10	-2	6	0[fluorescence artefact?]
CC1=CC(C)(C)N2C(=O)C3(C(C#N)=C(N)OC4=C3C(=O)CCC4)c3c(C)c(C)cc1c32 (stereo unspecified)	·	-5	2	-3	·	-19	-4	-3	·
O=C(NCCc1ccncc1)C12CC3CC(CC(C3)C1)C2	4	0	-6	8	4	-1	-7	8	-5
NC(=O)N1CCCC1C(=O)Nc1ccc(Cl)c(Cl)c1 (stereo unspecified)	·	-22	-4	10	·	13	-5	6	·
O=S(=O)(/C=C/c1ccccc1)Nc1ccc(N2CCOCC2)cc1	1	-17	-6	1	7	16	-8	6	31
COc1ccccc1NC(=O)c1cc(Sc2nncn2C)nc2ccccc12	-1	4	5	15	-7	5	22	-4	-16
COc1cc(C)c(S(=O)(=O)N2CCOCC2)cc1C(C)C	2	0	-4	23	2	-3	-16	4	1
O=C(NC1CCc2ccccc21)C1CCN(S(=O)(=O)c2ccc(-n3cnnn3)cc2)CC1 (stereo unspecified)	8	-20	-17	-4	12	17	-2	18	-4
Cc1ccc(CN2C(=O)CCC2C(=O)NCCCN2CCCC(C)C2)cc1 (stereo unspecified)	5	-3	4	3	10	7	-2	-5	-6
Cc1nc(SCC(=O)OCc2ccccc2)c2c(=O)n(C)c(=O)n(C)c2n1	14	-18	2	11	0	-5	-8	2	7
CCOC(=O)CSc1nnc(NCC(=O)OC)c(=O)[nH]1	2	-10	-14	21	3	-2	-8	14	0
CCOC(=O)C(CC)(CC)C(=O)/C=C/c1ccc(Br)cc1	·	·	3	-2	·	9	-10	-1	·
CCOC(=O)Cn1nc(/C=C/c2ccc(C(C)C)cc2)ccc1=O	·	-15	-10	-5	·	-27	4	10	·
O=C(N/N=C/C1CCCCC1)c1ccccn1	-1	-3	-26	-4	-3	-18	-8	29	-3
CC(C)(C)c1ccc(O)c(N)c1	6	·	-1	-20	3	-2	-8	4	-2
FC(F)(F)c1cc(-c2cccs2)nc(-n2cc(Cl)cn2)n1	13	0	6	1	2	-12	·	-9	-1
CC1CCCC(C)N1CC(O)COCC1COc2ccccc2O1 (stereo unspecified)	·	-2	14	6	·	3	-18	-12	·
Cc1ccc(-c2nc3cc(NS(=O)(=O)c4ccc(C)cc4)ccc3o2)cc1	4	-9	8	10	4	-22	-1	-14	-12
C=C(C)C1CC=C(C)/C(=N/NC(=O)COc2ccc(C)cc2)C1 (stereo unspecified)	4	2	0	-11	0	-5	-39	-1	-9
Cc1ccc(C(C)NC(=O)C2CCCO2)cc1C (stereo unspecified)	5	-8	-17	0	0	5	-15	17	-1
CC(CSc1nc2ccccc2s1)Cn1c(N2CCCC2)nc2c1c(=O)[nH]c(=O)n2C (stereo unspecified)	·	-12	-11	-6	·	-11	2	11	·
COCCNC(=O)C(C)OC(=O)c1nsc(Cl)c1Cl (stereo unspecified)	4	8	5	12	13[fluorescence artefact?]	3	13	-6	-8
C/C=C(\C)CN1CCN(c2ccccc2F)CC1	-6	-19	·	20	-8	-1	3	·	-2
COc1ccc(C(O)C(CN2CCOCC2)c2ccccc2)cc1F (stereo unspecified)	10	-17	-7	13	13[fluorescence artefact?]	-3	5	7	2
O=C(NN1C(=O)c2ccccc2NC1c1ccccn1)c1ccc(Br)cc1 (stereo unspecified)	·	-15	0	9	·	13	-22	1	·
Cc1cc(NCCCN2CCOCC2)n2ncc(-c3ccc(Cl)cc3)c2n1	6	-17	·	9	9	-12	-3	·	-1[fluorescence artefact?]
CC(C)(C)c1ccc(CNc2cc(N3CCOCC3)ccc2[N+](=O)[O-])cc1	·	·	5	-23	·	-11	5	-3	·
Cc1cc(C)n(-c2nc3ccccc3nc2Nc2ccc3[nH]c(=O)[nH]c3c2)n1	5	-14	12	2	0	-15	-100	-18	20
NCCN=C1NS(=O)(=O)c2ccccc21	7	6	10	-10	-1	-3	13	-4	-7
CC1=C(C(=O)Nc2ccccc2)C(c2cccc([N+](=O)[O-])c2)Nc2nc3ccccc3n21 (stereo unspecified)	7	-10	-3	10	-15	-10	-18	0	-5
C=CCn1c(CNc2ccc(C)cc2)nnc1SCC(=O)N/N=C/c1ccc(O)cc1	·	0	6	10	·	0	10	-3	·
COC(=O)c1cccc(S(=O)(=O)N(Cc2ccco2)Cc2cc3cc(OC)c(OC)cc3[nH]c2=O)c1	-1	-35	-1	-5	-1	·	-22	0	1
S=C(Nc1ccccc1)N1CCn2c1nc1ccccc12	16	-6	-1	15	1	7	9	0	18[fluorescence artefact?]
COc1ccc(-c2cc(C3CC3)nc3sc(C#N)c(N)c23)cc1	·	3	22	-6	·	-20	-14	-19	·
CCn1c(SCC(=O)N2CCN(c3ccccc3F)CC2)nnc1-c1ccoc1C	8	-14	·	6	7	8	-7	·	3
COc1cccc(CNC(=O)C2=C(C)C(=O)OC23CCC(C)CC3)c1 (stereo unspecified)	·	-16	-27	-3	·	12	7	29	·
COc1cccc(NC(=O)CC2C(=O)NC3CCCCC3N2C(=O)c2ccc(F)cc2)c1 (stereo unspecified)	11	-5	-24	-4	-2	-17	0	24	-9
O=C(O)C1OC(C(=O)O)C2C1C(F)(F)C2(F)F (stereo unspecified)	4	-50	-8	4	3	16	0	11	-6
CNC(=O)CN1C(=O)NC2(CCc3ccccc32)C1=O (stereo unspecified)	·	-27	13	9	·	-3	-20	-10	·
O=C(O)CCN=C1CCc2ccccc2N1	6	19	10	3	11	·	9	-11	-4
COc1ccc(C(CC(=O)O)NC(=O)c2ccco2)cc1 (stereo unspecified)	2	-6	6	2	-2	-12	-28	-4	-5
N#Cc1ccccc1NC(=O)COC(=O)CSc1nc2ccccc2o1	0	-19	2	15	7	·	-6	0	2[fluorescence artefact?]
CCCn1nc2cc(C(=O)NC3CCc4ccccc43)ccc2c1OCC (stereo unspecified)	·	-19	-19	-1	·	22	-10	16	·
CCC(C)n1cnc2c(=O)oc3ccccc3c21 (stereo unspecified)	10	-3	12	-17	11	-5	-4	-10	-9
O=c1[nH]c(=O)n(Cc2ccccc2)c2c1C(C(F)(F)F)(C(F)(F)F)N=C(c1ccco1)N2	3	21	-3	-8	9	-2	-10	4	-16
CCN(CC)CCN1C(=O)C(O)=C(C(C)=O)C1c1ccc(OC)c(OC)c1 (stereo unspecified)	9	-8	·	13	-10	7	·	·	5
c1ccc2c(c1)nnn1c3ccccc3nc21	6	-20	4	10	3	30	-5	-5	-1
CCC(=O)Nc1nc2cc(OC)ccc2s1	4	9	7	2	-3	-36	32	-7	-1[fluorescence artefact?]
COc1ccccc1C(=O)N1CCN(c2ccccn2)CC1	1	-56	0	0	-2	7	-11	-1	-2
CC(C)N(Cc1nc(-c2ccccc2)no1)C(=O)Cc1ccccc1	1	-44	·	10	4	9	7	·	-7
CC1CCCCN1S(=O)(=O)c1ccc(C(=O)Nc2nnc(-c3cccs3)o2)cc1 (stereo unspecified)	·	-14	-10	-2	·	·	-4	10	·
Cn1nc(OC(=O)Nc2ccc(Cl)cc2)cc1C(F)(F)F	6	2	-19	-1	-3	-8	-24	20	-4
COc1ccc(-c2nnc(SC(C)C#N)o2)cc1 (stereo unspecified)	6	33	2	9	7	-1	4	0	0
Cn1c(=O)oc2cc(S(=O)(=O)N3CCN(c4ccccc4)CC3)ccc21	-9	-21	7	0	2	·	-111	-6	10
Cc1cc(OCC(=O)c2ccc(F)cc2)ccc1N1C(=O)CCC1=O	6	9	12	6	3	3	4	-12	16
CN(Cc1ccccc1)S(=O)(=O)c1ccc2c(c1)n(C)c(=O)n2C	10	-13	2	8	-2	-36	-11	-3	-1
Cc1cc(C)c2oc(-c3ccc(C)c(NC(=S)NC(=O)c4cccs4)c3)nc2c1	·	-3	1	24	·	-7	-11	-2	·

Single entries from above:
F-actin modifier with Cc1cc(C)c2oc(-c3ccc(C)c(NC(=S)NC(=O)c4cccs4)c3)nc2c1 is entered as -7
IL1B cytotox with Cc1cc(OCC(=O)c2ccc(F)cc2)ccc1N1C(=O)CCC1=O is entered as 4
ERb coact inh with O=c1[nH]c(=O)n(Cc2ccccc2)c2c1C(C(F)(F)F)(C(F)(F)F)N=C(c1ccco1)N2 is entered as -16

Four of these compounds in another layout.
> CCC(C)n1cnc2c(=O)oc3ccccc3c21 (stereo unspecified)
- Calb biofilm kill: 10
- TNFa cytotox: -3
- sEH activator: 12
- VCAM1 TNFa inh: -17
- Smad3 FoxH1 inh: 11
- F-actin modifier: -5
- IL1B cytotox: -4
- sEH inh: -10
- ERb coact inh: -9

> O=c1[nH]c(=O)n(Cc2ccccc2)c2c1C(C(F)(F)F)(C(F)(F)F)N=C(c1ccco1)N2
- Calb biofilm kill: 3
- TNFa cytotox: 21
- sEH activator: -3
- VCAM1 TNFa inh: -8
- Smad3 FoxH1 inh: 9
- F-actin modifier: -2
- IL1B cytotox: -10
- sEH inh: 4
- ERb coact inh: -16

> CCN(CC)CCN1C(=O)C(O)=C(C(C)=O)C1c1ccc(OC)c(OC)c1 (stereo unspecified)
- Calb biofilm kill: 9
- TNFa cytotox: -8
- sEH activator: ·
- VCAM1 TNFa inh: 13
- Smad3 FoxH1 inh: -10
- F-actin modifier: 7
- IL1B cytotox: ·
- sEH inh: ·
- ERb coact inh: 5

> c1ccc2c(c1)nnn1c3ccccc3nc21
- Calb biofilm kill: 6
- TNFa cytotox: -20
- sEH activator: 4
- VCAM1 TNFa inh: 10
- Smad3 FoxH1 inh: 3
- F-actin modifier: 30
- IL1B cytotox: -5
- sEH inh: -5
- ERb coact inh: -1

5 compounds from above, sorted by heavy-atom count, ascending.
SMILES	Calb biofilm kill	TNFa cytotox	sEH activator	VCAM1 TNFa inh	Smad3 FoxH1 inh	F-actin modifier	IL1B cytotox	sEH inh	ERb coact inh
CCC(=O)Nc1nc2cc(OC)ccc2s1	4	9	7	2	-3	-36	32	-7	-1[fluorescence artefact?]
CCC(C)n1cnc2c(=O)oc3ccccc3c21 (stereo unspecified)	10	-3	12	-17	11	-5	-4	-10	-9
CN(Cc1ccccc1)S(=O)(=O)c1ccc2c(c1)n(C)c(=O)n2C	10	-13	2	8	-2	-36	-11	-3	-1
CCCn1nc2cc(C(=O)NC3CCc4ccccc43)ccc2c1OCC (stereo unspecified)	·	-19	-19	-1	·	22	-10	16	·
O=c1[nH]c(=O)n(Cc2ccccc2)c2c1C(C(F)(F)F)(C(F)(F)F)N=C(c1ccco1)N2	3	21	-3	-8	9	-2	-10	4	-16

Screening data: PubChem, several laboratories
